# 15-hLO inh: 15-hLO (ALOX15) enzyme inhibition | P16050 | purified 15hLO-1, xylenol orange hydroperoxide absorbance | Potency, µM (series often up to 57.1 µM), for the others: at the highest dose activity change, negative = inhibition, actives largely listed as inhibitors | actives 1.4% (n = 74,000) | AID 887; note: potency is the fitted concentration of half-maximal effect; % is set by controls: 0 for no effect and ±100 for the full control effect; nearly all actives have a fitted effect of over 55% in size
# Target sequence (P16050 whole entry, looked up): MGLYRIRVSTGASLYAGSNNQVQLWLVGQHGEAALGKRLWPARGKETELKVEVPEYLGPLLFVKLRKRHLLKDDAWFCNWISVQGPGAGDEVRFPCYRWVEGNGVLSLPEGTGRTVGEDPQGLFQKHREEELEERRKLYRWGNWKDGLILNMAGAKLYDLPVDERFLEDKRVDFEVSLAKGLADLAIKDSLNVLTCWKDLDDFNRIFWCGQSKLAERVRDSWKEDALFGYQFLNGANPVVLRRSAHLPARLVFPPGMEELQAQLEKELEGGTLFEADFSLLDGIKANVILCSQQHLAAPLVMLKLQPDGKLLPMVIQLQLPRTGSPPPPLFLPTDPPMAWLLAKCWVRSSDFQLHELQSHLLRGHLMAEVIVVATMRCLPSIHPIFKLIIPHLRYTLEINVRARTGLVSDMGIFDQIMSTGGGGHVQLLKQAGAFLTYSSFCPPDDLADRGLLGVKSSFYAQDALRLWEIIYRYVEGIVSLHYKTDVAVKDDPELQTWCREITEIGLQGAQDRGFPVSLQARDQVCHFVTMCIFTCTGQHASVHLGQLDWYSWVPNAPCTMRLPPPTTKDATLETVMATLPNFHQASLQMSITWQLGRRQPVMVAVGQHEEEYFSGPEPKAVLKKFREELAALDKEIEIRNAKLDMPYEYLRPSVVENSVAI
#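 Inhibition is scored from a chromogenic endpoint. After 15 min enzyme-compound contact, arachidonic acid (50 uM final) reacts 6 min with 40 nM 15hLO-1 at room temperature, then Fe-XO reagent is added for 30 min and absorbance ratio recorded.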
# TexasRed autofl: compounds fluorescent in Texas Red spectral region | max dye-equivalent concentration, M | actives 0.06% (n = 59,000) | AID 587 | Compound fluorescence, Texas Red channel, 547/618 nm; active compounds read high; in the data active = max dye-equivalent concentration above about 10 nM; inconclusive = between about 1.1 nM and that limit
#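 Texas Red-region profiling: compounds in 100 mM Tris pH 8.0 were read at 547/618 nm after 15 min at room temperature. Intensities were normalized against a six-point Texas Red standard series to give dye-equivalent concentration.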
# Rhodamine autofl: rhodamine region autofluorescence. actives 0.05% (n = 59,000). max dye-equivalent concentration, M. Rhodamine-region fluorescence, 547/598 nm, Tris buffer; active compounds read high; in the data active = max dye-equivalent concentration above about 11 nM; inconclusive = between about 1.1 nM and that limit
#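 A six-point rhodamine series on each plate calibrates the signal. Compounds sit in 100 mM Tris (pH 8.0) for 15 min at ambient temperature before imaging through 547 nm/598 nm filters.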
# CRE Fsk mod: CRE-bla signaling modulation under forskolin stimulation; Potency, µM (series often up to 38.2 µM), for the others: top-dose activity change, negative = inhibition, hits mostly activators; actives 2.5% (n = 71,000); AID 662; CHO CRE-bla reporter (cAMP response element driving beta-lactamase), forskolin EC10, beta-lactamase ratio; active = well fitted activation curve with a large enough effect in the signal ratio, with a control signal flat, not every such curve was filed as active; inconclusive = small, poorly fitted or top-dose-only effect, or effect the other way, or a change in a side signal; the % refers to the signal ratio; note: potency is the fitted concentration of half-maximal effect; % of control where 0% means no effect
#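 Modulation of forskolin signalling: compounds in titration series added with EC10 NKH 477 to CHO cells carrying a CRE-driven beta-lactamase reporter, 3 h, 37C. CCF4 FRET ratio (460/530 nm, ex 405 nm) gives %activity and AC50.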
# Tau filament bind: binders of human tau filaments | actives 2% (n = 71,000) | AID 596 | Potency, µM (titrated, usually from 57.1 µM), for inactives: top-dose activity change, negative = inhibition | P10636 | recombinant tau filaments, thioflavin S fluorescence, 15 h; filaments grown with octadecylsulfate alongside compound;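 note: potency is the fitted concentration of half-maximal effect; % is set by controls: 0 for no effect and ±100 for the full control effect; actives lower thioflavin S fluorescence by blocking filaments or displacing dye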
#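 ThS-based fibril read: tau 1 uM final, inducer ODS 30 uM final, 37 C for 15 h, ex 450/em 510 nm.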
# DNA Pol III inh: blocks replication by bacterial DNA polymerase III holoenzyme. reconstituted DNA polymerase III holoenzyme replication, biochemical. AID 603. Potency, µM (doses to about 57.1 µM), without a hit: at the top dose activity change, negative = inhibition. actives 0.25% (n = 71,000); note: potency is the fitted concentration of half-maximal effect; % is set by controls: 0 for no effect and ±100 for the full control effect
#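 Reconstituted *E. coli* holoenzyme (0.35 nM Pol III, 1 nM beta, 154 nM SSB, 2 nM primase) was preincubated with compound for 15 min at RT. Synthesis on 1.4 nM ssM13Gori ran 35 min, then was stopped with PicoGreen/EDTA and read as dsDNA fluorescence.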
# HADH2 inhib: HADH2 (human) dehydrogenase inhibition; recombinant HADH2, NADH fluorescence, beta-hydroxybutyryl-CoA; Potency, µM (series often up to 57.1 µM), for inactives: at the top dose activity change, negative = inhibition, usual class: inhibitors; Q99714; AID 886; actives 3.4% (n = 73,000); note: potency is the fitted concentration of half-maximal effect; % is set by controls: 0 for no effect and ±100 for the full control effect; nearly all actives have a fitted effect of over 60% in size; many of its hits are not listed in these tables
# Target sequence (Q99714 whole entry, looked up, one chain of several): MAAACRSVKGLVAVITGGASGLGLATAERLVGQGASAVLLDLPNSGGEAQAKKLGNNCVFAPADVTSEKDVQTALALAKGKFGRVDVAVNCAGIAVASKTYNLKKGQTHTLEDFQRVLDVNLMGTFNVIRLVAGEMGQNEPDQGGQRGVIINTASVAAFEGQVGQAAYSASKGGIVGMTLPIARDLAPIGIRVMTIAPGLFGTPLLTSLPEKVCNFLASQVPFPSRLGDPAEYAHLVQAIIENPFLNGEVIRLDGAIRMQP
#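 Read-out: 360 nm excitation, 450 nm emission, kinetic over 4 min. Conditions: His-tagged human HADH2 20 nM, pH 9.0 Tris with Tween-20, 1 mM NAD+, 90 uM beta-hydroxybutyryl-CoA.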
# HBB splice mod: alters splicing of the hemoglobin beta chain; AID 925; HBB splicing reporter cell assay, activation; EGFP reporter with mutant IVS2-654 intron; response scale: normalised to 500 nM splice-correcting PNA; actives 0.06% (n = 65,000); Potency, µM (series often up to 46.1 µM), for the others: at the highest dose activation, usual class: activators; note: potency is the fitted concentration of half-maximal effect; 0% is about no effect
#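 HeLa cells stably expressing EGFP interrupted by mutant beta-globin intron 2 (IVS2-654), 500/well in 2% FCS. Treated with compound for 2 days at 37C. Splicing correction scored as total well GFP intensity (488 nm excitation, 500-520 nm emission); 500 nM antisense PNA served as control.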
# ERK AVP inh: inhibitors of vasopressin-stimulated ERK signaling pathway. HEK293-V1b, vasopressin-stimulated pERK AlphaScreen. Potency, µM (series often up to 57.5 µM), for inactives: top-dose activity, negative = inhibition, most hits filed as inhibitors. actives 0.99% (n = 72,000). AID 995; note: potency is the fitted concentration of half-maximal effect; % is set by controls: 0 for no effect and ±100 for the full control effect; nearly all actives have a fitted effect of over 55% in size
#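 HEK293 cells stably expressing V1b receptor, seeded overnight in 1% FBS, were treated with compounds for 30 min at 37C, then stimulated 5 min with 25 nM vasopressin; phospho-ERK read by AlphaScreen SureFire after lysis.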
# Hsp90 Hop PPI: changes Hsp90-Hop TPR2A binding signal, up or down | AlphaScreen TPR2A-His6 binding biotin-Hsp90 C-terminal peptide | actives 0.44% (n = 71,000) | Potency, µM (series often up to 57 µM), for inactives: at the highest dose activity change, negative = inhibition | AID 595; active = well fitted curve in either direction with a large enough effect; inconclusive = small, poorly fitted or top-dose-only effect, or another doubt; note: potency is the fitted concentration of half-maximal effect; % is set by controls: 0 for no effect and ±100 for the full control effect; many of its hits are not listed in these tables
# Luciferase inh: blocks Photinus pyralis firefly luciferase activity; P08659; purified firefly luciferase, luminescence, 8 min; Potency, µM (doses to about 57.1 µM), without a hit: at the highest dose activity change, negative = inhibition, hits mostly inhibitors; actives 2.2% (n = 72,000); note: potency is the fitted concentration of half-maximal effect; % is set by controls: 0 for no effect and ±100 for the full control effect; nearly all actives have a fitted effect of over 40% in size
#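 Here, luciferase activity is measured as luminescence following an 8 min room-temperature reaction at 10 uM ATP, pH 7.2. Every library sample is titrated.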
# * hit, by the source's call; i = inactive; ? = inconclusive; / = not tested or not shown; & = joins results of further samples; [ ] = another dose, or the depositor's remark. Unless noted, calls come from the whole dose curve; as a rule, active = well fitted curve in the direction sought with a large enough effect; inconclusive = small, poorly fitted or top-dose-only effect, or another doubt; inactive = no such curve, though single readings can be large; an effect the other way counts as inactive or inconclusive. Some of the compounds tested; count on the stated rates, not on these rows.
# Sample of the layout:
SMILES,15-hLO inh,TexasRed autofl,Rhodamine autofl,CRE Fsk mod,Tau filament bind,DNA Pol III inh,HADH2 inhib,HBB splice mod,ERK AVP inh,Hsp90 Hop PPI,Luciferase inh
CC1(C)Cc2ccccc2C(N)=C1C#N,-7%[11.4 µM],/,/,?,-9%[11.4 µM],2%[11.4 µM],-17%[11.4 µM],-4.7%[0.0738 µM],18%,-12%[11 µM],0%
COc1cccc(CN2CCN(C(=O)CC(C)C)CC2)c1,-6%,/,/,-2%,-5%,-1%,5%,-2.5%,-8%,2%,2%

# Results, from the start:
SMILES,15-hLO inh,TexasRed autofl,Rhodamine autofl,CRE Fsk mod,Tau filament bind,DNA Pol III inh,HADH2 inhib,HBB splice mod,ERK AVP inh,Hsp90 Hop PPI,Luciferase inh
CC1(C)Cc2ccccc2C(N)=C1C#N,-7%[11.4 µM],/,/,?,-9%[11.4 µM],2%[11.4 µM],-17%[11.4 µM],-4.7%[0.0738 µM],18%,-12%[11 µM],0%
COc1cccc(CN2CCN(C(=O)CC(C)C)CC2)c1,-6%,/,/,-2%,-5%,-1%,5%,-2.5%,-8%,2%,2%
O=C(O)c1ccc(Br)c(S(=O)(=O)N2CCCC2)c1,8%[11.4 µM],/,/,?,-4%[11.4 µM],1%[11.4 µM],-3%[11.4 µM],-2.5%[0.0738 µM],-24%,-4%[11 µM],1%
CCOc1cc(C2C(C(=O)N3CCCCC3)=C(C)NC3=C2C(=O)CC(C)(C)C3)ccc1O (stereo not given),?,?,i,0%,-1%,5%,-9%,-0.3%[57.5 µM],9%,-1%,2%
COc1cc(CN2CCN(c3cccc(C)c3C)CC2)cc(OC)c1O,0%,/,/,-15%,14%,-6%,1%,-2.0%,-8%,-4%,1%
COc1ccc(OCCCN2CCCC(C)C2)cc1 (stereo not given),3%,i,i,?,2%,-5%,10%,0.6%,-11%,-3%,3%
CCOc1ccc(C2c3c(oc4ccccc4c3=O)C(=O)N2CCCN2CCOCC2)cc1OCC (stereo not given),8%,/,/,3%,-20%,2%,-15%,-0.1%,/,-2%,3%
COC(=O)CN(Cc1ccco1)S(=O)(=O)c1ccccc1,13%,i,i,-5%,4%,-2%,-1%,0.0%[57.5 µM],-15%,-1%,3%
COCc1cc(C)nc2sc3c(=O)oc(C)nc3c12,-2%,i,i,5%,5%,-4%,7%,/,-4%,-1%,-5%
CC1CC(C)CN(CCCNC(=O)c2ccc3c(c2)NC(=O)C(N2CCCCC2)S3)C1 (stereo not given),-5%,?,i,?,32%,8%,1%,-2.8%,-14%,5%,0%
O=c1[nH]c2sc3c(c2c2nncn12)CCCC3,2%,i,i,-9%,14%,-5%,-17%,-2.6%,15%,-2%,2%
COC(=O)C1CCN(c2cc(=O)n(-c3ccc(OC)cc3)c(=O)[nH]2)CC1,8%,/,/,-2%,-15%,0%,?,0.7%,/,-1%,2%
COc1ccc(C(=O)OCn2nnc3ccccc3c2=O)cc1OC,9%,i,i,?,10%,-9%,-15%,0.0%[57.5 µM],-8%,-3%,-3%
O=C(NCCCN=C1NS(=O)(=O)c2ccccc21)c1ccc(S(=O)(=O)N2CCCCC2)cc1,3%,i,i,-13%,3%,-8%,6%,-0.2%,-5%,0%,-1%
CCCc1nnc(NC(=O)c2cccc(OC)c2)s1,-7%,i,i,-6%,5%,-5%,-14%,-2.3%[57.5 µM],-7%,3%,-2%
COc1ccc(-c2nc3oc4cc(OC)ccc4c(=O)c3c(=O)n2Cc2ccco2)cc1,-27%,i,i,?,?,8%,?,1.5%,3%,?,1%
COc1ccc2[nH]cc(CCNc3ccnc(-c4c(C)noc4C)n3)c2c1,-8%,i,i,?,-14%,0%,13%,-0.3%,-21%,-10%,-1%[2.29 µM]
COc1cc(C(=O)NCc2nnc(SCC(=O)N3CCc4ccccc43)o2)cc(OC)c1OC,1%,i,i,?,6%,-9%,9%,-0.4%,-11%,-2%,0%
N#Cc1ccc(COC(=O)CSc2nnc(C3CCCCC3)n2N)cc1,0%,?,i,4%,3%,0%,3%,-1.4%,-9%,-3%,1%
CN(C)CCNc1oc(COc2cccc(Cl)c2)nc1C#N,24%,i,i,12%,22%,0%,9%,-1.2%,-2%,-3%,0%

# Some of the entries so far, with two lines to a compound:
# Second line of a record: 15-hLO inh | TexasRed autofl | Rhodamine autofl | CRE Fsk mod | Tau filament bind | DNA Pol III inh | HADH2 inhib | HBB splice mod | ERK AVP inh | Hsp90 Hop PPI | Luciferase inh
> COc1ccc(C(=O)OCn2nnc3ccccc3c2=O)cc1OC
 : 9% | i | i | ? | 10% | -9% | -15% | 0.0%[57.5 µM] | -8% | -3% | -3%
> O=C(NCCCN=C1NS(=O)(=O)c2ccccc21)c1ccc(S(=O)(=O)N2CCCCC2)cc1
 : 3% | i | i | -13% | 3% | -8% | 6% | -0.2% | -5% | 0% | -1%
> CCCc1nnc(NC(=O)c2cccc(OC)c2)s1
 : -7% | i | i | -6% | 5% | -5% | -14% | -2.3%[57.5 µM] | -7% | 3% | -2%

# Following part:
SMILES,15-hLO inh,TexasRed autofl,Rhodamine autofl,CRE Fsk mod,Tau filament bind,DNA Pol III inh,HADH2 inhib,HBB splice mod,ERK AVP inh,Hsp90 Hop PPI,Luciferase inh
COc1cc(C2C(C#N)=C(N)Oc3n[nH]c(C)c32)cc2c1OCO2 (stereo not given),-10%,i,i,-4%,2%,-8%,?,/,?,-8%,-1%
CCOC(=O)CSc1nc2ccccc2n1CC(=O)NC(C)(C)C,5%,i,i,-6%,3%,?,3%,0.3%[57.5 µM],-2%,-1%,-1%
O=C(Cc1ccccc1)Nc1ccccc1N1CCN(c2ccccc2)CC1,-12%,i,i,8%,-9%,0%,6%,0.0%[57.5 µM],-14%,0%,0%
O=C(O)c1cc2c(s1)CCCC2,-1%,i,i,-8%,-3%,-3%,3%,1.5%,-17%,0%,1%
COc1ncc2nc(-c3ccc(Cl)cc3)c(=O)n(C[C@H]3CCCO3)c2n1,-16%,i,i,?,?,-11%,-9%,0.7%,-24%,-2%,1%[11.4 µM]
CC(C)CCNC(=O)Cn1cc2c(n1)CCCCC2,4%,/,/,-4%,-6%,-2%,3%,0.0%,-15%,-1%,1%
COCCNc1ncnc2ccc(-c3c(C)noc3C)cc12,-14%,i,i,?,5%,-6%,-14%,-0.3%,-26%,6%,0%[2.29 µM]
N#CCc1ccc(NS(=O)(=O)c2cccs2)cc1,3%,/,/,3%,-10%,-7%,-4%,-0.9%[9.22 µM],-10%,-1%,2%
CSc1nsc(SC)c1NC(=O)Nc1ccccn1,-4%,i,i,?,5%,-2%,-2%,-2.2%,11%,-6%,1%
Cc1cn(C2CC3OCC3O2)c(=O)[nH]c1=O (stereo not given),14%,i,i,6%,2%,0%,11%,1.2%,-2%,0%,1%
CC(C)(Oc1ccc(Cl)cc1)C(=O)O,-8%&0%[25.6 µM],i,i,?,?,-6%,0%,0.7%[20.6 µM],1%,-6%,-2%
Cc1ccc(S(=O)(=O)CC(C)N2CCOCC2)c(S(=O)(=O)CC(C)N2CCOCC2)c1 (stereo not given),0%,/,/,2%,8%,4%,-1%,1.6%,0%,-2%,0%
CCN(CC)S(=O)(=O)c1cccc(C(=O)Nc2cccnc2)c1,7%,i,i,6%,-7%,-1%,4%,-0.1%,-15%,-5%,4%
CCOc1ccccc1C(=O)NCCC(=O)O,12%,i,i,19%,-2%,-1%,-5%,0.2%,-12%,-1%,2%
O=C(Nc1ccc(NC(=O)C2CC2)nc1)c1cccc(F)c1,-3%,i,i,?,8%,-5%,-7%,/,-3%,3%,1%
c1cnc(N2CCN(Cc3c[nH]c4ccccc34)CC2)nc1,4%,i,i,?,-19%,2%,16%,2.6%[0.369 µM],11%,-2%,-1%
COCC(C)NC(=O)c1ccc(N(C)C)cc1 (stereo not given),7%[11.4 µM],/,/,?,0%[11.4 µM],1%[11.4 µM],11%[11.4 µM],-1.4%[0.0738 µM],-10%,-3%[11 µM],-3%
O=C(C1CC1)N1CCc2cc(S(=O)(=O)N(CCO)Cc3ccccc3)ccc21,-2%,i,i,?,-1%,-1%,0%,-0.9%,?,-1%,2%
COc1ccc(N2CC(C(=O)Nc3ccc(F)cc3F)CC2=O)cc1 (stereo not given),2%,/,/,-4%,126%,-4%,-2%,1.7%,-9%,-6%,0%
COC(=O)[C@H](C)NC(=O)Nc1cccc(C(F)(F)F)c1,1%,i,i,-1%,-3%,-2%,-1%,0.1%[57.5 µM],-10%,-1%,0%
C1=CC2C3C=CC(C3)C2C1 (stereo not given),-3%,/,/,?,2%,1%,2%,0.5%,-3%,-2%,/
